SRC1 inh = SRC1 coactivator transcriptional activity inhibitors, primary screen, cell-based, luminescence | HEK293 GAL4-SRC1 luciferase reporter | Nuclear receptor coactivator 1 (Homo sapiens), Q15788 | 360,000 compounds, 0.12% hits | inhibition, % at 3.6 µM;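 active = inhibition above the campaign mean plus 3 SD, with each screening campaign given its own cutoff, cut at about 60% in these data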;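 note: 0% = DMSO treated cells and 100% = gossypol at 36 µM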
MC4R barr agon = MC4R agonists recruiting beta-arrestin, primary screen, cell-based, luminescence, agonist arm of biased-ligand search; Melanocortin receptor 4 (Homo sapiens), P32245; U2OS MC4R beta-arrestin complementation; percent of melanotan II response, DMSO zero; activation, % at 8.9 µM; 360,000 compounds, 0.98% hits; AID 540308, 2011;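 active = activation above a per-plate cutoff, the mean activation of sample wells on that plate plus 3 SD, cut at about 8% in these data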
EBV LMP1 NFkB = EBV LMP1-driven NF-kappaB luciferase reporter inhibitors, primary screen, cell-based, luminescence, single point. 350,000 compounds, 0.69% hits. LMP1-induced NF-kappaB luciferase reporter cells. inhibition, % at 12.5 µM; in the data active = inhibition above about 41%;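 note: 0% = neutral control wells and 100% = reference inhibitor control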
NR2F2 inh = NR2F2 transcriptional activity inhibitors, primary screen, cell-based, luciferase reporter, HEK293T, luminescence | COUP transcription factor 2 (Homo sapiens), P24468 | HEK293T NGFI-A luciferase reporter | inhibition, % at 8.6 µM | 370,000 compounds, 0.7% hits | AID 686940, 2013;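 active = inhibition above a per-plate cutoff, mean inhibition of test wells between control levels plus 3 SD, cut at about 38% in these data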;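 note: cells cotransfected with COUP-TFII expression vector driving the NGFI-A reporter; 0% = median of COUP-TF2 test wells and 100% = reporter-only cells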
Target sequence (P24468 whole entry, looked up): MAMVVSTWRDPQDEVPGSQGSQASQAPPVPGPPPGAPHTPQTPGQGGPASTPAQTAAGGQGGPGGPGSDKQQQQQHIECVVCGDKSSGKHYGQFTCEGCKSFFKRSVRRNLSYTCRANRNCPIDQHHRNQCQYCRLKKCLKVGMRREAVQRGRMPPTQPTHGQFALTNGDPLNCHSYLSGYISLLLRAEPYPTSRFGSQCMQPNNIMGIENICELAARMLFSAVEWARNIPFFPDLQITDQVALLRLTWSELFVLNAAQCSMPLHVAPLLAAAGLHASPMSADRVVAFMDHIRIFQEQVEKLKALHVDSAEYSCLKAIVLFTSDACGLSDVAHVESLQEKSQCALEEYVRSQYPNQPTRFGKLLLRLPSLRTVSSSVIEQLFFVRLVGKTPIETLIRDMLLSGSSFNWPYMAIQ
MC4R antagonist = MC4R antagonists of cAMP signaling, primary screen, cell-based, TR-FRET, antagonist arm of biased-ligand search; Melanocortin receptor 4 (Homo sapiens), P32245; MC4R-expressing cells, MTII-stimulated cAMP, LANCE TR-FRET; inhibition, % at 6.5 µM; 360,000 compounds, 0.48% hits; AID 540295, 2011;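 active = inhibition above its plate's cutoff, the mean of tested wells on that plate plus 3 SD, cut at about 29% in these data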;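 note: 0% = Melanotan II alone and 100% = Melanotan II plus saturating MCL0020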
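Material: human MC4R-expressing U2OS cells. Probe or stimulus: Melanotan II challenge. Dosing: 6.5 µM single dose. Times: 30-min compound, 1-h challenge, 1-h detection, room temperature. Technique: TR-FRET with Eu-cAMP and labeled anti-cAMP, 671 nm. Replication: singlicate.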
TLR9-MyD88 block = inhibitors of TLR9-MyD88 association in cells, primary screen, cell-based, CHO, BLA complementation, fluorescence; Toll-like receptor 9 (Homo sapiens) + Myeloid differentiation primary response protein …; inhibition, % at 4.98 µM; CCF4 FRET ratio; 340,000 compounds, 0.21% hits; AID 504734, 2011;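 active = inhibition above the mean over all tested compounds plus 3 SD, cut at about 21% in these data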;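 note: 0% = DMSO only wells and 100% = clavulanate BLA inhibitor control wells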
SRC3 inh = SRC3 coactivator transcriptional activity inhibitors, primary screen, cell-based, luminescence; 360,000 compounds, 0.17% hits; inhibition, % at 3.6 µM; Nuclear receptor coactivator 3 (Homo sapiens), Q9Y6Q9; HEK293 GAL4-SRC3 luciferase reporter;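 active = inhibition above a per-campaign cutoff, the mean of all compounds plus 3 SD, cut at about 60% in these data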;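 note: 0% = DMSO-treated cells and 100% = gossypol-treated cells at 36 µM; higher means less SRC3-driven luciferase light from the GAL4 reporter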
ABHD5 PLIN5 PPI = ABHD5-PLIN5 interaction inhibitors, primary screen, cell lysate, split luciferase complementation, luminescence. Split G. princeps luciferase complementation, 4 h. Perilipin-5 (Homo sapiens) + 1-acylglycerol-3-phosphate O-acyltransferase ABHD5 (Homo …. 360,000 compounds, 0.78% hits. inhibition, % at 4 µM;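 active = inhibition above the mean inhibition across every tested compound plus 3 SD, cut at about 22% in these data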;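 note: 0% = DMSO only wells and the 100% control is not disclosed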
NR5A2 inv ag = LRH-1 (NR5A2) inverse agonists, primary screen, cell-based, luminescence, HEK293T, StAR-luciferase reporter; LRH-1 transfected, 24 h; inhibition, % at 3.6 µM; 360,000 compounds, 0.13% hits;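 active = inhibition above the mean inhibition of all tested compounds plus 3 SD, cut at about 73% in these data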;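 note: 0% = DMSO wells and 100% = reporter-only cells lacking LRH-1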
NOD2 RIPK2 PPI = NOD2-RIPK2 binding disruptors in cells, primary screen, fluorescence, CHO cells, BLA complementation; AID 624267, 2012; inhibition, % at 4.98 µM; CCF4 ratio; 360,000 compounds, 0.38% hits; in the data active = inhibition above about 21%;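 note: 0% = vehicle only and 100% = reference blocker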
Target sequence (O43353 whole entry, looked up): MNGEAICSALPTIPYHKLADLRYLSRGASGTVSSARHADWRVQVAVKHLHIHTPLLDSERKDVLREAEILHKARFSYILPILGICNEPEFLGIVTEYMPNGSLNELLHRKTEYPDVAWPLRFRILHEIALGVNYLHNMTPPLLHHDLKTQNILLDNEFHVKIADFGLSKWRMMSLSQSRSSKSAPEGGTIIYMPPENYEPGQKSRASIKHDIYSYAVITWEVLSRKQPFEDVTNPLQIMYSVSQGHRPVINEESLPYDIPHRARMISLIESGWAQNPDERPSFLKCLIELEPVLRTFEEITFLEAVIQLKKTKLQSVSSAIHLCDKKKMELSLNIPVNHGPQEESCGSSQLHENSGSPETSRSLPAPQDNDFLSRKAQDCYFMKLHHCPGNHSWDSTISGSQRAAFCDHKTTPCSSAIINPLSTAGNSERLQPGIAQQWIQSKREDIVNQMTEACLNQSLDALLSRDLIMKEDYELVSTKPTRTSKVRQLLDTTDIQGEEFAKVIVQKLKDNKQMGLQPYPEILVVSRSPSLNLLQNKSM
NCOA2 inhibitor = inhibition of GAL4-SRC2 driven luciferase reporter, primary screen, SRC2 inhibitor project, cell-based, luminescence. Nuclear receptor coactivator 2 (Homo sapiens), Q15596. HEK293 GAL4-SRC2 luciferase reporter. inhibition, % at 9 µM. 370,000 compounds, 0.17% hits;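 active = inhibition above the mean inhibition of all tested compounds plus 3 SD, set per campaign, cut at about 52% in these data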;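 note: 0% = DMSO treated cells and 100% = cells given Gossypol at 36 µM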
* marks the source's active call; other numbers are inactive results; . = no result given.

mol,SRC1 inh,MC4R barr agon,NR5A2 inv ag,SRC3 inh,MC4R antagonist,EBV LMP1 NFkB,NOD2 RIPK2 PPI,TLR9-MyD88 block,NCOA2 inhibitor,ABHD5 PLIN5 PPI,NR2F2 inh
CCC(CC)C1=NN2C(=N)/C(=C/c3ccc(OC(=O)c4ccco4)cc3)C(=O)N=C2S1,9,-0.2,0,-8,5,-2,0,-4,-9,-11,6
O=C(NC1CCCCCC1)c1ccc(CS(=O)Cc2ccccc2Cl)o1 (stereo not given),-12,-2.3,0,-4,12,-7,-12,-7,0,3,-15
CCCCC/C(=N\NC(=O)CCC(=O)NCc1ccccc1)c1ccccc1,-12,-1.0,-7,3,3,-2,-1,-11,-2,1,11
CC(=O)Nc1ccc(S(=O)(=O)N(C)c2nc3ccccc3nc2Cl)cc1,1,-0.9,17,0,7,1,-20,-5,0,3,9
CCn1c(SCC(=O)Nc2ccc3c(c2)OCCO3)nnc1-c1cccs1,9,0.8,-3,1,15,-5,1,-11,-6,2,-7
Cc1ccn2c(C(=O)NN=C3CCN(C)CC3)c(C)nc2c1,-10,0.7,16,20,19,1,-1,1,15,-7,14
CCOc1ccccc1CN1CCN(C2CCOCC2)CC1CCO (stereo not given),13,-1.1,7,11,13,-21,11,-9,2,-3,-1
Cc1ccc(C)c(CC(=O)N2CCCC(c3cc(C(=O)NCc4ccccc4)no3)C2)c1 (stereo not given),-14,1.6,2,-15,19,.,8,.,18,0,5
Cc1nc(Nc2ccc(S(=O)(=O)N3CCCC3)cc2)c2nnn(Cc3ccccc3)c2n1,14,-0.3,10,1,0,9,-12,11,-13,11,-3
Cc1cccc(NC(=O)c2ccc(F)c(S(=O)(=O)N3CCC4(CC3)OCCO4)c2)c1,-7,1.2,6,-6,4,-1,2,-8,8,-6,-11
Cc1nnc(NCCN2CCOCC2)[nH]c1=O,-10,-3.2,17,5,1,-3,2,7,-11,2,9
CCN(CC)CCn1c(SCC(=O)Nc2ccc3c(c2)CCC3)nc2ccccc2c1=O,-65,0.0,-51,-127,2,-7,1,8,-8,-13,-26
C(=N\N1CCOCC1)/c1nc(-c2ccccc2)n2ccccc12,-5,-2.6,-16,2,-21,7,-3,-1,-11,-13,4
CN(C)c1ccc(C(C#N)c2ccc(Cl)cc2)nn1 (stereo not given),-21,-3.0,0,1,4,-4,7,4,-24,-6,9
Cn1c(=O)c2c(nc(CN3CCc4ccccc4C3)n2CCCO)n(C)c1=O,-10,1.6,2,6,14,-1,-8,-8,23,2,8
O=C(CSc1ccc2nnc(-c3cccnc3)n2n1)NCC1CCCO1 (stereo not given),-3,-1.4,16,4,18,-2,-21,-2,-4,-2,14
Nc1nc2n(n1)C(=O)CC(c1ccccc1[N+](=O)[O-])N2 (stereo not given),-3,-1.4,8,7,12,-1,-15,-2,0,3,-3
Cc1cccc(OCCNc2ncccc2[N+](=O)[O-])c1,-50,1.1,-82,-58,3,-30,4,-5,-41,-1,-12
COc1ccccc1NC(=O)Cn1nc(-c2ccc(Cl)cc2)c2ccccc2c1=O,-32,-0.8,-5,-11,-7,3,-7,1,-19,14,-16
Cc1cc(C)nc(N2CCCC(C(=O)NC(C)CCc3ccco3)C2)n1 (stereo not given),2,-1.0,4,8,8,2,10,3,-2,8,11
CCOC(=O)C(=NC(C)CC)NNc1ccc(Br)cc1 (stereo not given),-69,0.5,-64,-7,11,-22,-3,8,-25,-5,-6
COc1cc(C(=O)Oc2ccccc2OC(=O)c2cc(OC)c(OC)c(OC)c2)cc(OC)c1OC,-4,0.4,-23,1,15,3,0,-6,-9,11,4
COC(=O)c1ccc(COC(=O)C2CCN(S(=O)(=O)c3ccccc3C(=O)OC)CC2)cc1,3,-0.5,21,7,4,0,-10,-2,-15,5,7
CCOc1ccc(C(=O)NC(C)(C)CC)cc1,-17,-0.9,-9,4,5,-12,5,0,-28,1,0
O=S(=O)(NC1CCCC1)c1ccc(S(=O)(=O)N2CCCN(Cc3ccccc3)C2)cc1,17,-0.6,-1,13,3,-13,-4,8,.,2,.
COc1ccc(S(=O)(=O)Nc2ccc(S(=O)(=O)Nc3cc(C)nc(C)n3)cc2)cc1OC,10,-0.5,-5,3,13,-8,2,5,-5,3,-12
Cc1cccc(C2c3[nH]c4ccccc4c3CCN2C(=O)Cc2n[nH]c(C)n2)n1 (stereo not given),-3,-0.9,22,7,-1,-5,-4,-1,-10,5,11
CC(OC(=O)c1ccc(Br)o1)C(=O)NCC1CCCCC1 (stereo not given),11,-2.4,20,6,4,0,2,4,7,-1,9
COC(=O)C1=C(C)N(Cc2ccc(C)cc2)C(=O)/C1=C\c1ccc(O)c(OC)c1,-14,2.8,6,13,-6,11,-8,-14,-8,21,3
O=C(NCCc1ccc(F)cc1)c1ccc2c(=O)n3c(nc2c1)CCC3,-16,1.0,-95,-57,16,-29,-9,-5,-71,-4,-13
Cc1ccc(C(=O)c2c(C)oc3c2C(=O)C(=O)c2ccccc2-3)cc1,-32,1.9,-14,-7,-6,46*,24*,13,.,51*,.
COc1cc(C(=O)NC(=S)Nc2ccccc2[N+](=O)[O-])cc(OC)c1OC,2,-2.2,11,6,7,2,3,0,-8,-2,-9
O=C(CSc1nc2[nH]ncc2c(=O)[nH]1)N1CCCC1,-9,-1.0,10,-7,-3,-3,2,-5,-17,-3,2
Oc1c(Br)cc(Br)cc1C=NCc1ccccc1,-63,0.9,11,5,13,-6,4,6,-36,0,19
Cc1nc(SCC(=O)NCc2ccc3c(c2)OCO3)nc(C)c1C,-10,-1.7,3,12,3,2,-10,-12,-2,-2,1
CN(C)S(=O)(=O)c1cccc(C(=O)NCCOC(=O)c2cc(F)c(F)cc2Cl)c1,-15,1.9,-10,12,1,-11,-7,-6,9,3,4
COc1ccc(N/C=C/C(=O)c2ccc(Cl)cc2)cc1,-107,-0.3,-126,-74,1,-15,-6,1,-43,0,-42
O=C(c1ccccc1)N1CCN(C(=O)c2cccnc2)CC1,15,-0.6,13,-6,5,5,-4,6,-38,5,-15
Cc1ccc(C(=O)Oc2ccc(N3C(=O)CCC3=O)c(C)c2)cc1,4,-2.6,3,7,9,-10,-2,9,0,-3,-15
Cc1cc(C(F)(F)F)n2nc(-c3cnn(C)c3C(F)(F)F)cc2n1,-4,-2.3,26,11,-11,1,7,11,1,-5,1

Some of the entries above in a different format.
| SRC1 inh | MC4R barr agon | NR5A2 inv ag | SRC3 inh | MC4R antagonist | EBV LMP1 NFkB | NOD2 RIPK2 PPI | TLR9-MyD88 block | NCOA2 inhibitor | ABHD5 PLIN5 PPI | NR2F2 inh | Compound |
| --- | --- | --- | --- | --- | --- | --- | --- | --- | --- | --- | --- |
| -32 | -0.8 | -5 | -11 | -7 | 3 | -7 | 1 | -19 | 14 | -16 | COc1ccccc1NC(=O)Cn1nc(-c2ccc(Cl)cc2)c2ccccc2c1=O |
| 9 | 0.8 | -3 | 1 | 15 | -5 | 1 | -11 | -6 | 2 | -7 | CCn1c(SCC(=O)Nc2ccc3c(c2)OCCO3)nnc1-c1cccs1 |
| -7 | 1.2 | 6 | -6 | 4 | -1 | 2 | -8 | 8 | -6 | -11 | Cc1cccc(NC(=O)c2ccc(F)c(S(=O)(=O)N3CCC4(CC3)OCCO4)c2)c1 |

Continued:
mol,SRC1 inh,MC4R barr agon,NR5A2 inv ag,SRC3 inh,MC4R antagonist,EBV LMP1 NFkB,NOD2 RIPK2 PPI,TLR9-MyD88 block,NCOA2 inhibitor,ABHD5 PLIN5 PPI,NR2F2 inh
Cc1cccc(C)c1N1C(=O)c2ccccc2NC(=O)C1C(=O)NCCc1ccccc1F (stereo not given),.,.,1,.,.,.,-9,.,-5,0,-13
O=C(NC1CC1)C1=C[C@@H](c2ccccc2)C[C@@H](OCCCCO)O1,0,-0.1,0,7,-2,-8,-5,2,-11,0,-4
Cc1ccc[n+](CC(=O)c2ccc(Br)cc2)c1,-20,-2.3,16,-3,-2,0,-5,-11,-18,5,-3
CC(=O)Nc1ccc(Nc2ncnc3c2cnn3-c2ccccc2)cc1,-41,1.8,-85,-51,5,-4,-5,-8,-38,1,-10
CN(CC(=O)Nc1ccc(F)c(F)c1F)C(=O)CN1C(=O)C2CCCCC2C1=O (stereo not given),-9,-1.5,5,-9,0,4,-3,5,7,1,-4
CN(C1CCCCC1)S(=O)(=O)c1cccc(C#N)c1,0,0.1,-2,16,-1,5,4,-11,-12,-1,7
Cc1cc[n+](-c2[nH]c(=O)sc2/C=N/N=C(\[O-])c2ccncc2)cc1C,14,-1.7,9,7,-18,-9,-3,3,4,-4,4
CCOc1ccc(C(C)NC(=S)NCc2ccc(Cl)cc2)cc1 (stereo not given),9,1.8,16,21,15,4,-11,3,15,-3,14
CN(C)C/C=C/C(O)(c1ccccc1)c1ccccc1,5,0.6,-25,-19,-4,-1,2,-9,-20,0,7
COC(=O)c1cc2n(n1)CCN(Cc1cccc(OC)c1)C2=O,7,2.0,-5,-10,7,-14,-4,-3,7,0,-7
CC(C)C(=O)NC(Nc1ccc(S(N)(=O)=O)cc1)C(Cl)(Cl)Cl (stereo not given),-4,-2.5,7,8,17,1,-3,2,-17,-2,-3
O=C(CNC(=O)C12CC3CC(CC(C3)C1)C2)Nc1ncccc1O,-26,0.4,-16,16,5,1,-4,-10,-18,-8,-12
CSc1nsc(SCC(=O)Nc2ccc(C(C)=O)cc2)n1,-98,0.5,-144,-104,18,-23,-6,1,-60,-7,-62
Nc1nc(Br)c2c(F)cccc2c1-c1ccc(Cl)cc1,22,4.4,-4,18,-2,7,20,7,-23,14,0
C=C(C)c1nc(N)nc(N)n1,-30,-2.0,2,-10,8,-2,-9,-4,15,-1,-1
CCN(CC)C(=O)CCSc1nnc(-c2ccco2)o1,-8,-2.3,-39,5,10,-19,-10,-2,-32,0,-23

This is a subset; rates above refer to the full screens.
